Assay outcomes as filed in PubChem BioAssay.
IDH1 R132H inh: inhibitors of human IDH1 R132H. 0.18% of 70,000 active. O75874. inhibition, % at 10 µM. IDH1 R132H reductase, diaphorase/resazurin fluorescence, 60 min. AID 624101; in the data active = inhibition above about 34%;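 also: 0% = DMSO and 100% = no enzyme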
PRC2 inh: inhibitors of human EZH2/PRC2 methyltransferase; Q15910; PRC2 H3K27 methylation, DELFIA TRF, 1 h; inhibition, % at 12.5 µM; 0.35% of 57,000 active;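 active = mean inhibition of replicates at least 50% and every single replicate also reaching 50%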;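 also: dimethyl H3K27 on biotinylated H3 21-44 peptide detected by antibody; plate controls were median neutral control wells for no effect and median positive control wells for full effect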
Target sequence (Q15910 whole entry, looked up): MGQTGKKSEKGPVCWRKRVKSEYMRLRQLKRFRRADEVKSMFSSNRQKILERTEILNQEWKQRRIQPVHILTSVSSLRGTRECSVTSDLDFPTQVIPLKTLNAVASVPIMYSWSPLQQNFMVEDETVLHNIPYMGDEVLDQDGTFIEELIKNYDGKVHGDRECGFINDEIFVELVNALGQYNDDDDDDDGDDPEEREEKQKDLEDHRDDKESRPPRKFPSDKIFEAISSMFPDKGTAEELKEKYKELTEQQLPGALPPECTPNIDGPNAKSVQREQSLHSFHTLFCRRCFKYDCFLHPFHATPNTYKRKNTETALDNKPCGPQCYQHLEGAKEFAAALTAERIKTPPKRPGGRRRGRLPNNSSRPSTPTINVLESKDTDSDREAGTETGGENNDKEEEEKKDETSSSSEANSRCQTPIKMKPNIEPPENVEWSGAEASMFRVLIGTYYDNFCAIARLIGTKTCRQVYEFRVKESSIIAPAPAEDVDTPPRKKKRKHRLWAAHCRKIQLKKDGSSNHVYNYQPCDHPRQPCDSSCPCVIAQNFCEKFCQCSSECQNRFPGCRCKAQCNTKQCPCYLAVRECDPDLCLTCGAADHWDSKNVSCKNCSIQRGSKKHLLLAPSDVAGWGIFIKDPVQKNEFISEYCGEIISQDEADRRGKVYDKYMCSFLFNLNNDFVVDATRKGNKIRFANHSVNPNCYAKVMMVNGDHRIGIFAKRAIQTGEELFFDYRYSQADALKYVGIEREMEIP
* marks the source's active call; other numbers are inactive results; · = not tested or not shown. This is a subset; the hit share may differ from the screen's.

SMILES	IDH1 R132H inh	PRC2 inh
C=CCc1ccccc1OCC(O)CNC(C)C (centres undefined)	0.3	·
O=C(C[C@H]1C[C@H]2c3cc(NS(=O)(=O)c4ccccc4)ccc3O[C@H]2[C@H](CO)O1)NC1CCCC1	-0.5	-5
CCNC(=O)C[C@@H]1CC[C@@H](NC(=O)C2CC2)[C@H](CO)O1	-0.1	20
COc1cccc(S(=O)(=O)N(C)C[C@@H]2OCc3cnnn3CCCC(=O)N([C@@H](C)CO)C[C@H]2C)c1	-5.9	·
C[C@H](CO)N1C[C@H](C)[C@H](CN(C)C(=O)c2ccncc2)Oc2ncc(C#CC3CCCCC3)cc2C1=O	5.4	-1
C[C@H]1CN([C@@H](C)CO)C(=O)Cc2cc(NC(=O)CCCN(C)C)ccc2O[C@@H]1CN(C)Cc1ccc(-c2ccccc2)cc1	4.2	·
C[C@H](CO)N1C[C@H](C)[C@H](CN(C)Cc2ccccc2)OCc2ccccc2-c2ccccc2C1=O	-1.8	-25
C[C@@H]1CCCCO[C@@H](CN(C)CC2CCCCC2)[C@@H](C)CN([C@@H](C)CO)C(=O)c2cc(NC(=O)NC3CCCCC3)ccc2O1	-3.8	·
COc1cccc(CNC(=O)C[C@@H]2C=C[C@H](NS(=O)(=O)c3ccccc3OC)[C@H](CO)O2)c1	-0.4	4
Cc1ccc(S(=O)(=O)Nc2ccc3c(c2)CC(=O)N([C@@H](C)CO)C[C@@H](C)[C@H](CN(C)S(=O)(=O)c2cccs2)O3)cc1	0.2	·
CCCNC(=O)C[C@@H]1C[C@@H]2c3cc(NS(=O)(=O)c4cccc(OC)c4)ccc3O[C@@H]2[C@@H](CO)O1	-2.7	2
C[C@H](CO)N1C[C@H](C)[C@@H](CN(C)Cc2ccc(Cl)c(Cl)c2)Oc2ccc(N(C)C)cc2CC1=O	0.2	-5
N#Cc1ccsc1NC(=O)CSc1ncn[nH]1	2.3	9
CC1(C)CC(=O)C2=C(C1)NC(=O)CC2c1ccc(N(CCC#N)CCC#N)cc1 (centres undefined)	1.2	-5
O=C(N/N=C/c1ccoc1)c1ccccn1	·	-47
O=C(C[C@@H]1C=C[C@@H](NC(=O)c2ccc(F)cc2)[C@@H](CO)O1)NCCc1ccccc1	-0.2	4
C[C@H](CO)N1C[C@H](C)[C@H](CN(C)S(=O)(=O)c2ccc(Cl)cc2)Oc2c(NC(=O)Nc3ccc4c(c3)OCO4)cccc2C1=O	0.0	·
C[C@H]1CCCCO[C@@H](CN(C)C(=O)Nc2ccc(F)cc2)[C@@H](C)CN([C@@H](C)CO)C(=O)c2cc(NC(=O)C3CCCCC3)ccc2O1	-2.7	·
C[C@H]1CN([C@@H](C)CO)C(=O)Cc2cc(NC(=O)Nc3ccc4c(c3)OCO4)ccc2O[C@H]1CN(C)Cc1ccccc1	-0.2	-12
CCCC(=O)Nc1ccc2c(c1)OC[C@H](C)N(C(=O)c1ccccc1F)C[C@H](C)[C@H](OC)CN(C)C2=O	-0.1	-1
C[C@@H]1CCCCO[C@H](CN(C)C)[C@H](C)CN([C@@H](C)CO)C(=O)c2cc(NC(=O)c3ccncc3)ccc2O1	1.4	-10
O=C(C[C@@H]1C=C[C@H](NC(=O)C2CCC2)[C@@H](CO)O1)NCCCN1CCOCC1	0.2	7
C[C@H](CO)N1C[C@H](C)[C@H](CN(C)S(C)(=O)=O)OCCCC[C@H](C)Oc2ccc(NS(=O)(=O)c3ccccc3)cc2C1=O	-0.9	·
C[C@@H]1CN([C@@H](C)CO)C(=O)CCCn2nncc2CO[C@H]1CN(C)C(=O)Nc1ccc(C(C)(C)C)cc1	-0.4	·
CCCN(C)C[C@@H]1Oc2cc(-c3ccccc3C)ccc2S(=O)(=O)N([C@H](C)CO)C[C@@H]1C	-0.9	-5

Brought forward from above: two compounds; new compounds follow.
SMILES	IDH1 R132H inh	PRC2 inh
C[C@@H]1CN([C@@H](C)CO)C(=O)CCCn2nncc2CO[C@H]1CN(C)C(=O)Nc1ccc(C(C)(C)C)cc1	-0.4	·
CCCN(C)C[C@@H]1Oc2cc(-c3ccccc3C)ccc2S(=O)(=O)N([C@H](C)CO)C[C@@H]1C	-0.9	-5
COCc1cn(CC[C@H]2CC[C@H](NC(=O)Nc3ccc(OC)cc3)[C@H](CO)O2)nn1	89*	3
CCCN(C)C[C@@H]1Oc2cc(C#CCc3ccccc3)ccc2S(=O)(=O)N([C@H](C)CO)C[C@@H]1C	35*	-26
CCN(CC)C(=O)CSc1ncnc2sc(C)c(C)c12	-0.1	9
Cc1c(Br)ccc(NC(=O)Cn2cnc3sc4c(c3c2=O)CCCC4)c1C	-0.4	·
C[C@H]1CCCCO[C@H](CN(C)C(=O)Nc2ccc(C(F)(F)F)cc2)[C@@H](C)CN([C@@H](C)CO)C(=O)c2cc(NS(C)(=O)=O)ccc2O1	0.9	·
Cc1ccc(S(=O)(=O)Nc2ccc3c(c2)CC(=O)N([C@H](C)CO)C[C@@H](C)[C@H](CN(C)Cc2ccc(C(F)(F)F)cc2)O3)cc1	3.5	·
Brc1ccc2[nH]c3nc(SCCN4CCOCC4)nnc3c2c1	-0.2	-10
C[C@H]1CN([C@@H](C)CO)C(=O)c2cccc(NS(=O)(=O)c3cccs3)c2O[C@@H]1CN(C)S(=O)(=O)c1ccc(Cl)cc1	0.3	·
C[C@H]1CN([C@@H](C)CO)C(=O)CCCn2nncc2CO[C@H]1CN(C)Cc1ccc2cccnc2c1	1.2	-1
COc1c(C(C)C)oc2cc3oc(=O)ccc3cc12	-0.2	-12
Cc1ccc(S(=O)(=O)N(C)C[C@H]2Oc3ccc(NC(=O)CCCCCC(=O)Nc4ccccc4N)cc3C(=O)N([C@@H](C)CO)C[C@@H]2C)cc1	0.0	-1
Cc1nc(-c2ccccc2)sc1-c1nnc(-c2cccc3ccccc23)o1	-0.8	-7
O=S(=O)(NCC[C@H]1CC[C@H](NS(=O)(=O)c2ccccc2Cl)[C@H](CO)O1)c1ccc(Cl)cc1	-0.2	-18
COc1ccc(C)cc1S(=O)(=O)NCc1ccncc1	0.2	-2
COc1ccccc1C(=O)Nc1ccc2c(c1)C(=O)N(C)C[C@H](OC)[C@H](C)CN(C)[C@@H](C)CO2	0.1	-6
N[C@H]1CC[C@@H](CCn2cc(-c3ccccn3)nn2)O[C@H]1CO	-0.2	2
Cc1noc(C)c1S(=O)(=O)N(C)C[C@H]1Oc2ccc(NC(=O)NC3CCCCC3)cc2CC(=O)N([C@@H](C)CO)C[C@@H]1C	1.9	·
COc1ccc(S(=O)(=O)Nc2ccc3c(c2)CC(=O)N([C@@H](C)CO)C[C@H](C)[C@H](CN(C)Cc2ccncc2)O3)cc1	9.1	·
COCC(=O)N(C)C[C@@H]1Oc2cc(C3=CCCCC3)ccc2S(=O)(=O)N([C@@H](C)CO)C[C@@H]1C	-3.2	1
Cc1noc(C)c1NC(=O)N(C)C[C@@H]1Oc2ccc(NC(=O)CCN3CCOCC3)cc2CC(=O)N([C@H](C)CO)C[C@@H]1C	2.3	·
CO[C@H]1CN(C)C(=O)c2ccc(NS(=O)(=O)c3ccccc3F)cc2OC[C@@H](C)NC[C@@H]1C	0.1	5
C[C@H](CO)N1C[C@H](C)[C@@H](CN(C)S(C)(=O)=O)Oc2ncc(C3=CCCCC3)cc2C1=O	·	1
O=C(C[C@H]1CC[C@@H](NC(=O)NC2CCCCC2)[C@@H](CO)O1)NCc1ccccc1	0.1	-2
C[C@@H]1CCCCO[C@@H](CN(C)C(=O)Nc2ccc(F)cc2)[C@@H](C)CN([C@H](C)CO)C(=O)c2cc(NS(=O)(=O)c3cccs3)ccc2O1	-0.4	·
C[C@H](CO)N1C[C@H](C)[C@H](CN(C)C(=O)C2CC2)Oc2ncc(C#CC(C)(C)O)cc2C1=O	6.0	12

The closing five entries of the part before are carried over, then new ones follow:
SMILES	IDH1 R132H inh	PRC2 inh
CO[C@H]1CN(C)C(=O)c2ccc(NS(=O)(=O)c3ccccc3F)cc2OC[C@@H](C)NC[C@@H]1C	0.1	5
C[C@H](CO)N1C[C@H](C)[C@@H](CN(C)S(C)(=O)=O)Oc2ncc(C3=CCCCC3)cc2C1=O	·	1
O=C(C[C@H]1CC[C@@H](NC(=O)NC2CCCCC2)[C@@H](CO)O1)NCc1ccccc1	0.1	-2
C[C@@H]1CCCCO[C@@H](CN(C)C(=O)Nc2ccc(F)cc2)[C@@H](C)CN([C@H](C)CO)C(=O)c2cc(NS(=O)(=O)c3cccs3)ccc2O1	-0.4	·
C[C@H](CO)N1C[C@H](C)[C@H](CN(C)C(=O)C2CC2)Oc2ncc(C#CC(C)(C)O)cc2C1=O	6.0	12
C[C@@H]1CN([C@H](C)CO)C(=O)c2cc(C#Cc3ccccc3)cnc2O[C@H]1CN(C)C(=O)c1ccccc1	-1.9	-7
C[C@H]1CN([C@@H](C)CO)C(=O)Cc2cc(NS(=O)(=O)c3ccccc3)ccc2O[C@@H]1CN(C)C(=O)Nc1ccccc1	-6.1	3
CC#CC#C/C=C1\C=CC2(OC=CC2OC(=O)C=C(C)C)O1 (centres undefined)	1.9	·
O=C1c2cccc3cccc(c23)C(=O)N1CCCSc1ncn[nH]1	-0.4	1
C[C@@H]1CN([C@H](C)CO)C(=O)c2cccc(NS(=O)(=O)c3ccc(F)cc3)c2O[C@H]1CN(C)Cc1ccccc1	·	-12
C[C@@H]1CN([C@@H](C)CO)C(=O)c2cc(NS(C)(=O)=O)ccc2O[C@@H]1CN(C)S(C)(=O)=O	2.3	·
Cc1ccc(S(=O)(=O)NC2CCN(Cc3cccc(OCCO)c3)CC2)cc1	·	3
CCCN(C)C[C@@H]1OCCCC[C@H](C)Oc2ccc(N(C)C)cc2C(=O)N([C@H](C)CO)C[C@@H]1C	1.3	10
CCCC#Cc1ccc2c(c1)O[C@@H](CN(C)C(=O)c1ccccc1F)[C@H](C)CN([C@H](C)CO)S2(=O)=O	-0.2	-5
O=C(Nc1ccc2c(c1)[C@@H]1C[C@H](CC(=O)N3CCCCC3)O[C@@H](CO)[C@@H]1O2)c1cccnc1	-0.1	3
C[C@H]1CN([C@@H](C)CO)C(=O)c2cccc(NC(=O)Nc3ccc(F)cc3)c2O[C@@H]1CN(C)S(C)(=O)=O	3.5	-1
Cc1noc(C)c1NC(=O)Nc1ccc2c(c1)CC(=O)N([C@@H](C)CO)C[C@H](C)[C@@H](CN(C)Cc1ccccc1)O2	-0.1	-20
C[C@@H](NC(=O)C[C@@H]1C=C[C@@H](NC(=O)C2CCC2)[C@@H](CO)O1)c1ccccc1	-0.1	6
C[C@@H]1O[C@@H](O[C@H]2[C@H](O[C@H]3CC[C@@]4(C)C(CC[C@]5(C)C4C=C[C@]46OC[C@@]7(CCC(C)(C)C[C@H]74)[C@@H](O)C[C@]65C)[C@]3(C)CO)O[C@H](CO)[C@@H](O)[C@@H]2O[C@@H]2O[C@H](CO)[C@@H](O[C@@H]3O[C@@H](C)[C@H](O)[C@@H](O)[C@H]3O)[C@H](O)[C@H]2O)[C@H](O)[C@H](O)[C@H]1O (some centres undefined)	-0.1	·
C[C@H](CO)N1C[C@H](C)[C@H](CN(C)C(=O)Nc2ccc(F)cc2)OCCCC[C@H](C)Oc2ccc(NS(=O)(=O)c3ccccc3)cc2C1=O	-0.9	·
Cc1noc(C)c1NC(=O)Nc1ccc2c(c1)C(=O)N([C@H](C)CO)C[C@H](C)[C@@H](CN(C)CC1CCCCC1)O2	·	1
C[C@@H]1CN([C@@H](C)CO)S(=O)(=O)c2ccc(C#CCN(C)C)cc2O[C@H]1CN(C)C(=O)C1CCC1	·	-3
O=C(Nc1ccccc1F)N[C@@H]1CC[C@H](CCNS(=O)(=O)c2ccccc2)O[C@H]1CO	-0.3	24
Cc1ccc(-c2cnc3c(c2)C(=O)N([C@@H](C)CO)C[C@H](C)[C@H](CN(C)C(=O)c2ccncc2)O3)cc1	-2.9	4
C[C@H]1CN([C@@H](C)CO)S(=O)(=O)c2ccc(-c3ccccc3)cc2O[C@H]1CN(C)C	-1.9	2
COCC(=O)N(C)C[C@H]1Oc2cc(C#CCC(C)C)ccc2S(=O)(=O)N([C@@H](C)CO)C[C@H]1C	-1.0	·
C[C@H]1CN([C@@H](C)CO)C(=O)c2cc(NS(=O)(=O)c3cccs3)ccc2O[C@H]1CN(C)S(=O)(=O)c1ccc(F)cc1	0.4	·
Cc1c(O)c(=O)n(-c2ccccc2)n1C	-0.1	1
CCCc1cn(CC[C@@H]2CC[C@@H](NC(=O)Cc3cccnc3)[C@H](CO)O2)nn1	0.0	15
COc1ccc(S(=O)(=O)N(C)C[C@H]2OCCCC[C@H](C)Oc3ccc(NS(=O)(=O)c4ccc(C)cc4)cc3C(=O)N([C@@H](C)CO)C[C@@H]2C)cc1	-6.7	·
O=C(NCC[C@@H]1CC[C@@H](NC(=O)c2cnccn2)[C@@H](CO)O1)Nc1ccc(F)cc1	-0.5	2
CS(=O)(=O)Nc1ccc2c(c1)[C@H]1C[C@@H](CC(=O)NCc3ccncc3)O[C@@H](CO)[C@H]1O2	-0.3	-5
CC(C)NC(=O)N(C)C[C@H]1OCCCC[C@H](C)Oc2ccc(NC(=O)C3CCCCC3)cc2C(=O)N([C@H](C)CO)C[C@H]1C	·	-11
C=CCN1C(=O)[C@]2(O[C@H](CCO)[C@@H]([Si](C)(C)c3ccc(OC)cc3)[C@@H]2C)c2cc(N3CCOC3=O)ccc21	·	16
C[C@@H]1CN([C@H](C)CO)C(=O)c2cccc(N(C)C)c2O[C@H]1CN(C)S(=O)(=O)c1ccc(Cl)cc1	-0.2	·

A few values from above:
`C[C@@H]1CN([C@@H](C)CO)S(=O)(=O)c2ccc(C#CCN(C)C)cc2O[C@H]1CN(C)C(=O)C1CCC1` in PRC2 inh has -3
`CCCC#Cc1ccc2c(c1)O[C@@H](CN(C)C(=O)c1ccccc1F)[C@H](C)CN([C@H](C)CO)S2(=O)=O` in PRC2 inh has -5
